# High-throughput results deposited in PubChem by several laboratories.
# p47phox inh: p47phox/p22phox peptide binding inhibitors, primary screen, biochemical, uHTS, NADPH oxidase regulatory subunit; Neutrophil cytosol factor 1 (Homo sapiens), P14598; fluorescence polarization, 2 h; inhibition, % at 24.7 µM; 0.53% of 220,000 active; AID 1274, 2008;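 active = inhibition above about 30%, limit read from the data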;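 note: 0% = p47phox with labelled peptide and 100% = labelled peptide alone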
# Target sequence (P14598 whole entry, looked up): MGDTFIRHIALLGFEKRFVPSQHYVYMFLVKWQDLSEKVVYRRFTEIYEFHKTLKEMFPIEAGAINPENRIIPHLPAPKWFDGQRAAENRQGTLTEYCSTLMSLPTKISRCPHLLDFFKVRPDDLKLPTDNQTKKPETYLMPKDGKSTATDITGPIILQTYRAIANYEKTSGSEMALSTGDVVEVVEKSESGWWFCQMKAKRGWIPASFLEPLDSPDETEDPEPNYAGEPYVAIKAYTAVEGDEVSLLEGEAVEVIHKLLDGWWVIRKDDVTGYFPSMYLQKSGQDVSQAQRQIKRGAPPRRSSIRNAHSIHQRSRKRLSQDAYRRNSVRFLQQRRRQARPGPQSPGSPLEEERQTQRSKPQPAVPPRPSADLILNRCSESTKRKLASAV
# Runt-CBFb FRET: inhibitors of RUNX1 Runt–CBFb binding, primary screen, biochemical, FRET, Cerulean-Runt, Venus-CBFb, uHTS; inhibition, % at 20 µM; AID 1496, 2009; Runt-related transcription factor 1 (Homo sapiens) + Core-binding factor subunit beta …; 0.46% of 220,000 active; Cerulean-Runt/Venus-CBFb FRET ratio 530/480, 1 h;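 active = inhibition over about 50% at 20 µM in the single-dose screen, limit read from the data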;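 note: 0% = DMSO wells and 100% = excess unlabeled CBFb competitor control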
#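 System: Cerulean-labeled Runt domain protein | Quantity: 100 nM of each labeled protein | Schedule: 1 h compound exposure, room temperature | Detection: Fluorescence energy transfer, 422 nm excitation, 530/480 nm emission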
# EBV gp42 block: Epstein-Barr virus gp42 inhibitors, primary screen, biochemical, uHTS, fluorescence polarization. Glycoprotein 42 (Epstein-Barr virus (strain AG876)), Q1HVG2. Fluorescence polarization binding assay, mP read-out. inhibition, % (tested at 21.74 µM). 0.42% of 220,000 active. AID 1085, 2008; in the data active = inhibition above about 50%
# 14-3-3 Bad PPI: inhibitors of 14-3-3 zeta/Bad binding, primary screen, biochemical, TR-FRET, bovine 14-3-3 zeta; 14-3-3 protein zeta/delta (Bos taurus), P63103; TR-FRET 14-3-3zeta/Dy647-pBad peptide displacement, 1 h; inhibition, % at 21.7 µM; 0.71% of 220,000 active; AID 781, 2007;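 active = inhibition above about 70%, limit read from the data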;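 note: 0% = full 14-3-3 plus peptide FRET controls and 100% = background without 14-3-3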
# Runt-SMMHC FRET: inhibitors of RUNX1 Runt–CBFb-SMMHC binding, primary screen, biochemical, FRET, Cerulean-Runt, Venus-CBFb-SMMHC, uHTS; Runt-related transcription factor 1 (Homo sapiens) + Core-binding factor subunit beta …; Cerulean-Runt/Venus-CBFb-SMMHC FRET ratio 530/480, 1 h; inhibition, % at 20 µM; 0.74% of 220,000 active; AID 1434, 2008;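 active = mean inhibition across duplicate retests at 20 µM reaching about 50%, limit read from the data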;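 note: 0% = DMSO wells and 100% = wells with excess untagged CBFb-SMMHC; inhibitors lower the FRET ratio by blocking Runt binding to CBFb-SMMHC; some results filed as inactive read as strong as hits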
# Hck Nef HTS: inhibitors of Nef-activated human Hck kinase, primary screen, biochemical, Z-Lyte FRET, 384-well, Hck-YEEI; Tyrosine-protein kinase HCK (Homo sapiens), P08631; Recombinant Hck-YEEI plus Nef, Z-Lyte FRET kinase assay; inhibition, % at 20 µM; 0.68% of 220,000 active; AID 463187, 2010;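 active = Hck-Nef kinase inhibition above about 50%, limit read from the data; inactive = inhibition below that limit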;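 note: 0% = DMSO with Hck plus Nef and 100% = Hck alone without Nef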
# Tb hexokinase: Trypanosoma brucei hexokinase 1 inhibitors, primary screen, biochemical, G6PDH-coupled NADH absorbance, MLSCN library; 0.11% of 220,000 active; recombinant TbHK1, G6PDH-coupled NADH A340; inhibition, % at 10 µM; hexokinase 1 [Trypanosoma brucei];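 active = inhibition of 50% or more in the single-dose primary screen; inactive = inhibition below 50%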
# MDM2 E3 inh: MDM2-luciferase reporter signal enhancers, primary screen, MDM2 E3 ligase inhibitor project, cell-based, luminescence, 1536-well; E3 ubiquitin-protein ligase Mdm2 (Homo sapiens), Q00987; cell-based MDM2 ubiquitination luciferase reporter, 2 h; 0 = plate control, 100 = twice control, blank-subtracted; signal enhancement, % at 5 µM; 0.11% of 210,000 active;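 active = signal enhancement of 30% or more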;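 note: luminescence tracks abundance of the self-degrading MDM2-luciferase fusion protein; higher signal means inhibition of MDM2 E3 ligase activity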
# Target sequence (Q00987 whole entry, looked up, the tested form may be a part): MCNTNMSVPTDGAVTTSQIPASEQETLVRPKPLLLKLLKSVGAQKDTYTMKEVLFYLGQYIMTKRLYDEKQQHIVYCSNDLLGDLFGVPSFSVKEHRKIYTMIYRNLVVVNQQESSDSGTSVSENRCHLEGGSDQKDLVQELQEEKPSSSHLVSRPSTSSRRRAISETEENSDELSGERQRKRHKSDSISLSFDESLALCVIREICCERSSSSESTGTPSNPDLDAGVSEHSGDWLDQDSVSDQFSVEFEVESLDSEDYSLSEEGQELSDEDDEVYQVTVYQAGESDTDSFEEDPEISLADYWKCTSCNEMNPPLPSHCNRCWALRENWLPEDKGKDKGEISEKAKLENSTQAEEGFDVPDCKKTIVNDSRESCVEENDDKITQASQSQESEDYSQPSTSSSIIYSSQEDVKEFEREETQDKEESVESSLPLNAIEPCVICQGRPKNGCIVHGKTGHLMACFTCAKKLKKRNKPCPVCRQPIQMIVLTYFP
#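 Assay system: stable mammalian line carrying autodegrading MDM2–luciferase fusion reporter; amount: 2000 cells seeded into each well; buffer or medium: DMEM; benchmarks: plate control and blank wells; signal: luciferase luminescence; timing: 2 h compound exposure at 37 °C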
# L929 necroptosis: inhibitors of zVAD-triggered necroptosis, primary screen, L929 cells | L929 zVAD necroptosis rescue, ATP luminescence, 24 h; with zVAD 60 µM | viability rescue, % at 10 µM | 0.38% of 220,000 active;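 active = activation, scaled between plate controls, above about 75%, limit read from the data; inactive = activation under that limit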;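 note: 0% = zVAD with DMSO and 100% = DMSO alone without zVAD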
# * hit, by the source's call; . = not tested or not shown; & = joins results of further samples; [ ] = dose if it differs, or a comment.
SMILES,p47phox inh,Runt-CBFb FRET,EBV gp42 block,14-3-3 Bad PPI,Runt-SMMHC FRET,Hck Nef HTS,Tb hexokinase,MDM2 E3 inh,L929 necroptosis
C/C(=N\Nc1ccc(C(F)(F)F)cn1)c1ccc(S(=O)(=O)NCc2ccco2)cc1,1,-3,-2,-9,4,-3,-4,-3,-0.4
COc1ccc(CC2(CO)CCN(CC3=CC[C@H]4C[C@@H]3C4(C)C)CC2)cc1,-7,-1,-12,-2,0,22,13,13,-1.2
CCCCN(CC(=O)NCc1ccc(Cl)cc1)S(=O)(=O)c1ccc2c(c1)OCCO2,-1,-2,-11,-6,0,-15,-3,-11,1.1
C/C(CC(=O)Nc1ccc(Cl)cn1)=N\NC(=O)Cc1cccs1,-13,-1,-21,-4,3,19,-6,-13,1.3
COc1ccc(C(=O)Nc2nc(-c3cccs3)cs2)cc1,-16,1,-3,1,-3,2,-3,-15,1.1
CCC(C)(C)NC(=O)C(c1cccn1C)N(Cc1ccc(OC)cc1)C(=O)Cn1nnc2ccccc21 (configuration not stated),-6,-3,-15,6[fluorescence artefact?],-7,21,1,1,-0.5
CC1CCc2c(sc(NC(=O)CSc3ncnc4c3cnn4-c3ccccc3Cl)c2C#N)C1 (configuration not stated),-9,.,-3,28,-2,1,-21,-5,0.8
CCN(CC)c1ccc(NC(=O)c2ccccc2Br)cc1S(=O)(=O)Nc1ccccc1OC,-14,26,-30,24[fluorescence artefact?],27,19,8,7,-0.2
COCCN1C(=O)C(CC(=O)Nc2ccccc2)SC1=Nc1ccc(OC)cc1 (configuration not stated),-1,0,-17,-3[fluorescence artefact?],0,-1,-22,-19,-1.2
NC(=O)c1ccc(C2SCC(=O)N2Cc2ccccc2)cc1 (configuration not stated),-7,-1,-10,-3[fluorescence artefact?],3,-2,0,2,2.2
Cc1cc2c(cc1C)CSC(c1ccccc1OC(=O)C(C)C)SC2,-7,-1,11,6,5,1,7,-8,0.8
CC(C)CC(=O)NC(NCC1CCCO1)C(Cl)(Cl)Cl (configuration not stated),3,1,-13,22,4,-1,-4,-21,0.1
O=C(CN(C(=O)c1ccccc1Cl)N1C(=O)C2C3C=CC(C3)C2C1=O)c1cccs1 (configuration not stated),-3,0,4,-6,3,-9,-2,-2,-0.5
COc1cc(CN2CCN(c3ccccc3C)CC2)cc([N+](=O)[O-])c1O,1,-3,10,40,-5,3,-1,1,0.0
CCn1c2c(c3cc(Br)ccc31)CCC/C2=N\O,-14,-1,-6,-4,2,-1,7,-4,0.1
CCN(c1ccccc1)c1ncnc2c1cnn2-c1ccccc1,-9,1,-6,0,-4,5,-3,-5,0.3
O=C1CCC(C(=O)OCc2ccccc2)N1 (configuration not stated),-15,1,-30,-5[fluorescence artefact?],-3,2,-9,-2,0.2
Nc1nc(-c2ccc([N+](=O)[O-])cc2)c(C(=O)Nc2ccc(Cl)cc2)s1,-6,-2,-12,21,-2,7,-21,-13,-0.1
CSc1ncc(Cl)c(C(=O)Nc2nnc(SC)s2)n1,-9,0,-22,0,-3,0,0,-22,0.0
CC1CC(C#N)N(N(C)C)C1=C(C#N)C#N (configuration not stated),-3,-1,-7,-1,-3,15,7,-21,0.8
O=C(COn1nnc2ccc(Cl)cc21)Nc1ccc(F)cc1,-14,0,-13,-12,1,21,1,17,5.0
O=C(NNC(=S)Nc1ccc(F)cc1)C1CC1c1ccc(Cl)cc1 (configuration not stated),6,1,2,2,9,8,7,0,.
c1ccc(-c2nnc(-c3ccccc3)c(-c3c[nH]c4ccccc34)n2)cc1,1,5,-5,-8,-46,0,-5,-85,0.4
COc1ccc2[nH]c(=O)c(CN(CCO)C(=O)NCc3ccccc3)cc2c1,-7,-3,-13,3,-1,-1,-28,5,-0.4
COc1ccccc1N1CCN(C(=O)C2CC=CCC2C(=O)O)CC1 (configuration not stated),3,2,-6,.,-3,1,3,0,-0.2
O=C(NCCc1ccccc1)c1ccc(Cl)nc1,0,-1,-16,3,2,0,-5,.,0.8
Cc1occc1C(=O)NNC(=O)C1CC1,-3,2,-8,-6,1,26,0,-8,0.6
CC(C)C(=O)Nc1cc(=O)[nH]c2ncnn12,-9,1,-17,2,-2,1,27,-13,1.5
N=C1/C(=C/c2coc3ccccc3c2=O)C(=O)N=C2SC(c3ccco3)=NN12,-63,-2,45,38,-4,1,-12,-25,1.0
CCCCc1cc(=O)oc2cc(C)cc(OCc3nn[nH]n3)c12,-8,-1,-15,59,1,-1,-6,13,-0.2
O=C1CC(c2c(F)cccc2Cl)C2=C(COC2=O)N1 (configuration not stated),15,-1,0,-3,0,1,2,-19,0.3
COc1cccc(CNn2cnnc2)c1OCc1ccc(F)cc1,2,2,-17,27,5,-1,6,-19,2.1
COC(=O)c1sc(NC(=O)COc2cccc(C)c2)nc1C,-8,-1,21,-1,0,-1,-2,-2,0.7
CCN(CC)CCNC(=O)c1ccc(NC(C)=O)cc1,4&1,-2&3,-11&-12,-5&0,5&-5,-5&19,-3&-13,-6,-0.5&0.3
c1cncc(COC2CCCN(Cc3nc(-c4cccs4)no3)C2)c1 (configuration not stated),.,0,-8,2,-3,5,-4,2,0.0
Cc1ccc(C(=O)NC(=O)CSc2ncccc2C(=O)O)cc1,-10,0,-14,-2,-1,5,-1,-19,1.1
COc1ccc2nc(Nc3nc4cc5c(cc4s3)OCO5)sc2c1,7,1,4,0[fluorescence artefact?],3,3,14,-20,1.1
CC1(C)Cc2ccccc2-c2nc(-c3ccccc3)oc(=O)c21,-6,-3,-8,-2,3,1,-3,1,0.3
COc1ccc(CN2CCNC(=O)C2CC(=O)NC2Cc3ccccc3C2)c(OC)c1 (configuration not stated),-3,-1,-5,-12,0,23,4,-3,-0.4
O=C(COC(=O)CCc1ccc(S(=O)(=O)N2CCOCC2)cc1)NC(=O)NC1CCCCC1,6,-3,2,-11,2,14,-1,-8,1.2

# Complete entries as entered above. Screens in order: p47phox inh, Runt-CBFb FRET, EBV gp42 block, 14-3-3 Bad PPI, Runt-SMMHC FRET, Hck Nef HTS, Tb hexokinase, MDM2 E3 inh, L929 necroptosis
# Cc1ccc(C(=O)NC(=O)CSc2ncccc2C(=O)O)cc1 is listed with -10, 0, -14, -2, -1, 5, -1, -19, 1.1
# CC1(C)Cc2ccccc2-c2nc(-c3ccccc3)oc(=O)c21 is listed with -6, -3, -8, -2, 3, 1, -3, 1, 0.3
# CCN(CC)CCNC(=O)c1ccc(NC(C)=O)cc1 is listed with 4&1, -2&3, -11&-12, -5&0, 5&-5, -5&19, -3&-13, -6, -0.5&0.3

# 3 compounds from above, showing only Runt-CBFb FRET, 14-3-3 Bad PPI and Runt-SMMHC FRET:
SMILES,Runt-CBFb FRET,14-3-3 Bad PPI,Runt-SMMHC FRET
Cc1occc1C(=O)NNC(=O)C1CC1,2,-6,1
CC(C)C(=O)Nc1cc(=O)[nH]c2ncnn12,1,2,-2
N=C1/C(=C/c2coc3ccccc3c2=O)C(=O)N=C2SC(c3ccco3)=NN12,-2,38,-4

# 2 records drawn at random from the list so far:
SMILES,p47phox inh,Runt-CBFb FRET,EBV gp42 block,14-3-3 Bad PPI,Runt-SMMHC FRET,Hck Nef HTS,Tb hexokinase,MDM2 E3 inh,L929 necroptosis
O=C1CCC(C(=O)OCc2ccccc2)N1 (configuration not stated),-15,1,-30,-5[fluorescence artefact?],-3,2,-9,-2,0.2
c1cncc(COC2CCCN(Cc3nc(-c4cccs4)no3)C2)c1 (configuration not stated),.,0,-8,2,-3,5,-4,2,0.0

# Further records.
SMILES,p47phox inh,Runt-CBFb FRET,EBV gp42 block,14-3-3 Bad PPI,Runt-SMMHC FRET,Hck Nef HTS,Tb hexokinase,MDM2 E3 inh,L929 necroptosis
O=C(O)CCCC(=O)Nc1ccc(C(=O)NCc2cccnc2)cc1,1,0,2,-5[fluorescence artefact?],0,4,2,-3,-1.1
COc1cc(/C=N/NC(=O)c2cccc([N+](=O)[O-])c2)ccc1OCc1ccccc1,-2,.,-7,-11,5,-1,-5,27,0.3
Cc1ccc(C(=O)/C=C/c2c[nH]c3ccccc23)cc1,-60,10,-29,-3,5,1,-1,-11,-0.1
Cn1c(C(=O)O)c(C=O)c2ccccc21,-8,1,-11,-5,0,20,-5,-3,1.6
NNc1nccc(Nc2ccccc2C(=O)O)n1,-26,-3,1,0,5,3,-6,-13,1.1
Cc1cc(C(=O)O)c2ccccc2n1,-11,4,-12,2,0,0,-9,-13,-0.2
CN(c1cccc(NC(=O)CN(c2cccc(Cl)c2)S(=O)(=O)c2ccc(Cl)cc2)c1)S(C)(=O)=O,-12,-2,-7,-10,-1,3,2,4,-0.1
O=C(NCC12CC3CC(CC(C3)C1)C2)c1nn2c(c1Cl)NC(c1ccco1)CC2C(F)(F)F (configuration not stated),-26,-7,-23,-3[fluorescence artefact?],-11,1,-1,-10,5.0
S=C(Nc1ccc(Cl)cc1)N1CCN(C2CCCCC2)CC1,-2,3,-15,-1,0,0,0,-20,-0.4
CCN1C(=O)c2ccccc2S(=O)(=O)c2ccc(C(=O)N3CCOCC3)cc21,-9,1,-9,9,4,0,-4,-18,-0.9
Cc1ccc(S(=O)(=O)N2CCOCC2)cc1NC(=O)CSc1nnc(N)s1,-12,-3,-14,-9,-4,15,2,-4,1.3
CCN(CC)S(=O)(=O)c1cccc(C(=O)N/N=C(\C)c2ccc(O)cc2O)c1,-15,14,-32,-14,87,1,-3,-11,48

# Rows are unselected; any-hit rate near 3.2%.
